Bioassay records: PubChem, National Center for Advancing Translational Sciences (NCATS)
POLK inh – blocks human DNA polymerase kappa activity. Q9UBT6. purified Pol kappa, fluorescent DNA synthesis assay, 10 min. Potency, µM (titrated, usually from 107 µM), without a hit: top-dose activity, negative = inhibition, most hits filed as inhibitors. 400,000 tested, 0.53% active; also: potency is read from the fitted curve at half-maximal effect; % is scaled to controls: 0 for no effect and ±100 for the full control effect
Target sequence (Q9UBT6 whole entry, looked up): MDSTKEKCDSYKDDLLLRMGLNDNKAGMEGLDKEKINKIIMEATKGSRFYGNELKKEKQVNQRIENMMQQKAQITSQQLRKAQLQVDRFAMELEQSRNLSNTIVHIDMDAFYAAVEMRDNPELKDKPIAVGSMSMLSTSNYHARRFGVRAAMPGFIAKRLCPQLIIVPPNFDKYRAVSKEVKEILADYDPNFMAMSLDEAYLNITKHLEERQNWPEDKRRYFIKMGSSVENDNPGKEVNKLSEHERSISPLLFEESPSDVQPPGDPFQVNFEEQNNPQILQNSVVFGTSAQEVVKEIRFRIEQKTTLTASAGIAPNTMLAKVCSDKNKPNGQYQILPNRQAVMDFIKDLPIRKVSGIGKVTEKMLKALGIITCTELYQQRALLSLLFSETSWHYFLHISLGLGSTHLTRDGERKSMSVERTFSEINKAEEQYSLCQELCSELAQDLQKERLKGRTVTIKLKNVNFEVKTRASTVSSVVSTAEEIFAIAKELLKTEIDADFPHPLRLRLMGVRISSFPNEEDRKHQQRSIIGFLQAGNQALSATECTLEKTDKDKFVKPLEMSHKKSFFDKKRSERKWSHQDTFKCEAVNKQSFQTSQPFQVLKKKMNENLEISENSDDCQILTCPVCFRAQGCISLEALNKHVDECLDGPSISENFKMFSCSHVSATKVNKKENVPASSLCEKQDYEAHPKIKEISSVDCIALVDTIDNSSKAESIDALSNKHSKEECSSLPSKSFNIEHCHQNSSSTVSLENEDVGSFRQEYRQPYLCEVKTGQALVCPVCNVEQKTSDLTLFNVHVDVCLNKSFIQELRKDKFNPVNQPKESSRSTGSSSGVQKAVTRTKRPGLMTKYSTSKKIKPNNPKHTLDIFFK
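Activity was followed as the change in fluorescence between reads at 0 and 10 min after starting the reaction with 50 nM substrate. Beforehand, 10 nM polymerase had been preincubated with compound for 15 min at room temperature.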
ERG Ets-DNA blk – ERG Ets/DNA interaction inhibition. fluorescence polarization, His-ERG Ets domain / labelled DNA. Potency, µM (top dose mostly 76.9 µM), inactives show at the highest dose FP activity, negative = inhibition, usual class: inhibitors. 370,000 tested, 0.028% active. AID 624246; active = well fitted inhibition curve with a large enough effect in the polarisation, with a control signal flat; inconclusive = small, poorly fitted or top-dose-only effect, or effect the other way, or a change in a side signal; inactive = no such curve, though single readings can be large or run the other way; the % refers to the polarisation;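 also: polarization taken with two DNA probes labelled with fluorescein and Texas red; potency is read from the fitted curve at half-maximal effect; % of control where 0% means no effect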
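His-tagged ERG Ets domain (1 uM in the protein solution; 300mM KCl, 50mM Tris-HCl, 1mM EDTA, 1mM DTT, pH 7.5) received compound, then a probe mix of 5 nM fluorescein-DNA and 100nM Texas-615-DNA. Fluorescence polarization was read for both dyes.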
LDHA inh – inhibitors of human lactate dehydrogenase A; purified LDHA, NADH/diaphorase-resazurin fluorescence; active compounds read low; activity change, % (values are at about 110 or 230 µM); 480,000 tested, 0.15% active; AID 1347041; in the data active = activity change below about -30%; inconclusive = mostly about -25% to -30%;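 also: plate controls were DMSO wells for no effect and wells without enzyme for full effect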
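Remaining NADH was detected by diaphorase (0.133 mg/mL) converting 37 µM resazurin to fluorescent resorufin, read at 0 and 20 minutes. The preceding 5-minute room-temperature reaction used 2 nM LDHA, 0.2 mM sodium pyruvate and 0.06 mM NADH at pH 7.4.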
ALOX12 inh – ALOX12 (human) lipoxygenase inhibition; purified 12hLO, xylenol orange hydroperoxide absorbance; Potency, µM (titrated, usually from 108 µM), inactives show at the top dose activity change, negative = inhibition, hits mostly inhibitors; 580,000 tested, 1.1% active; AID 1671190; also: potency is read from the fitted curve at half-maximal effect; % is scaled to controls: 0 for no effect and ±100 for the full control effect
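Purified human 12hLO (150 nM final) in 25 mM Hepes, 0.01% Triton X-100, pH 7.0 was preincubated 15 min at room temperature with compound. Then 40 uM arachidonic acid was added, 30 min. Hydroperoxide was read by Fe-XO absorbance ratio 573/405 nm.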
RGS4 inh – human RGS4 inhibition; 390,000 tested, 0.039% active; Transcreener GDP fluorescence polarization, RGS4-accelerated GTP hydrolysis; Potency, µM (doses to about 114 µM), inactives show at the highest dose activity change, negative = inhibition, usual class: inhibitors; also: potency is read from the fitted curve at half-maximal effect; % is scaled to controls: 0 for no effect and ±100 for the full control effect; nearly all actives have a fitted effect of over 75% in size; some results filed as inactive show a strong effect at the top dose
Target sequence (P49798 whole entry, looked up): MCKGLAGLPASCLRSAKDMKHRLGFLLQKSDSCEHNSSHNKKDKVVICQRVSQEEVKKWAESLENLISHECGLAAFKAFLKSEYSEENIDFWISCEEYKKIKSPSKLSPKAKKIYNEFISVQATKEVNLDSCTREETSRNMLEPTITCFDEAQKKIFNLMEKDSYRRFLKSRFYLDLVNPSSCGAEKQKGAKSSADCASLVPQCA
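MLSMR compounds (23 nl, pin-transferred) preincubated 10 min at room temperature with a 500nM (2x) first reagent, then RGS4 at 900nM (2x) plus Transcreener GDP mix added; fluorescence polarization (620/688 nm) read before and after 90 min at 30 °C.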
Anesthetic bind – candidate novel general anesthetic via apoferritin binding; P02791; apoferritin/1-aminoanthracene competitive binding, fluorescence; 350,000 tested, 0.074% active; Potency, µM (top dose mostly 77.5 µM), inactives show top-dose activity change, negative = displacement, most hits filed as inhibitors; AID 485281; also: potency is read from the fitted curve at half-maximal effect; % is scaled to controls: 0 for no effect and ±100 for the full control effect; nearly all actives have a fitted effect of over 20% in size
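10 uM apoferritin + 50% sat. 1-AMA, PBS; cpd 10 min RT; Ex380/Em535 endpoint; normalized to free probe vs complex; 4-param Hill fit; propofol titration as pos. ctrl.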
Pol beta inh – blocks human DNA polymerase beta activity; Pol beta primer extension/strand displacement, fluorescence kinetic; Potency, µM (titrated, usually from 114 µM), for the others: at the highest dose activity change, negative = inhibition, hits mostly inhibitors; 340,000 tested, 1.3% active; AID 485314; also: potency is read from the fitted curve at half-maximal effect; % is scaled to controls: 0 for no effect and ±100 for the full control effect
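Curves were derived by four-parameter Hill fits of normalized qHTS data. The kinetic fluorescent primer-extension read was taken at 0 and 10 min after 50 nM substrate, following a 15 min room-temperature preincubation of 10 nM enzyme with compounds.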
APEX1 inh – blocks human APE1 abasic DNA cleavage; Potency, µM (highest dose often 65.8 µM), without a hit: at the highest dose activity change, negative = inhibition, usual class: inhibitors; recombinant APE1, TAMRA/BHQ-2 abasic DNA cleavage fluorescence; 350,000 tested, 0.35% active; P27695; AID 2517;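 also: potency is read from the fitted curve at half-maximal effect; plate controls were vehicle for no effect and reference inhibitor for full effect; nearly all actives have a fitted effect of over 55% in size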
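Endonuclease cleavage of a quenched abasic-site DNA duplex (50 nM) by APE1 (0.75 nM) was tracked by TAMRA dequenching. Compounds were preincubated with enzyme 15 min at room temperature; data normalized to buffer-only and DMSO wells plus NSC13755 control.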
POLH inh – inhibitors of human DNA polymerase eta; Q9Y253; recombinant Pol eta, fluorescent DNA replication assay; Potency, µM (titrated, usually from 114 µM), for the others: top-dose activity change, negative = inhibition, hits mostly inhibitors; 390,000 tested, 1.2% active; AID 588591; also: potency is read from the fitted curve at half-maximal effect; % is scaled to controls: 0 for no effect and ±100 for the full control effect
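Pol eta at 10 nM preincubated with compounds 15 min at room temperature; reaction started with fluorescent substrate (50 nM final) and read kinetically at 0 and 10 min.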
Active calls of the source: *; i = inactive; ? = inconclusive; . = not tested or not shown; & = joins results of further samples; [ ] = another dose, or the depositor's remark. Unless noted, calls follow the shape of the dose curve; as a rule, active = well fitted curve in the direction sought with a large enough effect; inconclusive = small, poorly fitted or top-dose-only effect, or another doubt; inactive = no such curve, though single readings can be large; an effect the other way counts as inactive or inconclusive.

Values run as follows: POLK inh	ERG Ets-DNA blk	LDHA inh	ALOX12 inh	RGS4 inh	Anesthetic bind	Pol beta inh	APEX1 inh	POLH inh
> Cc1ccc([C@@H]2[C@@H]3C(=O)N(c4ccccc4)C(=O)[C@@H]3[C@]3(C)C(=O)N(Cc4ccc(-c5ccccc5)cc4)CC(=O)N23)o1
→ 3.8%	11.9%	-0.1	?	?	-16.1%	3.0%	9.7%	-14.6%
> Fc1cc2[nH]c(=S)[nH]c2cc1Cl
→ -6.1%	2.4%	6.0	4.3%	-38.9%	0.5%	-15.9%	4.5%	1.4%
> CCn1c(SCC(=O)c2ccccc2)nc2ccccc2c1=O
→ -1.5%	11.7%	-5.3	0.7%	1.0%	?	6.5%	-0.4%	-14.7%
> COc1ccc(CNC(=O)c2cc3cc(S(=O)(=O)N4CCCCC4)ccc3n2C)c(OC)c1
→ -10.9%[60.1 µM]	-0.6%	-3.4	-32.6%	10.9%	-8.5%	2.6%	.	-3.4%
> CCOc1ccc(C(c2c(NC(=O)c3ccco3)sc(C)c2C)N2CCOCC2)cc1 (centres undefined)
→ 9.9%	-3.6%	4.0	?	-31.7%	.	.	-14.5%	-17.5%
> COc1ccccc1C(=O)NNC(=O)C1CCCO1 (centres undefined)
→ -4.5%	0.6%	-6.1	-4.4%	-4.9%	-5.1%	-0.4%	33.1%[12.4 µM]	-0.1%
> Cc1cc(C(=O)N/N=C2\CC(=O)c3ccccc32)c(C)n1-c1ccc(F)cc1
→ ?	8.9%	4.2	6.8%	-17.0%[11.4 µM]	-7.6%	0.3%	-6.6%	?
> COc1ccc(C(=O)COC(=O)CCC(=O)c2cccs2)cc1
→ -9.9%	-0.5%	-5.8	-8.5%	14.1%	?	23.0%	-5.4%	-19.5%
> C=CCOc1cccc(C2C(C(=O)c3ccc(C)o3)=C(O)C(=O)N2Cc2ccncc2)c1 (centres undefined)
→ 4.0%	-11.2%	8.8	?	-5.8%[11.4 µM]	-9.5%	31.7%	-4.3%	10.2%
> O=C(c1ccc2c(c1)N(Cc1ccccc1F)C(=O)c1ccccc1S2=O)N1CCOCC1 (centres undefined)
→ -15.2%	2.0%	-0.7&-9.4	-29.2%&-22.1%	18.7%	-0.7%	-13.7%	.	-14.7%
> Cc1ccc(C(=O)N2CCc3cc(CNC(=O)CCc4ccccc4)ccc32)cc1
→ -7.8%[60.1 µM]	0.7%	0.3	-9.7%	21.9%	46.8%[activator]	-7.5%	.	-17.1%
> O=C(COc1ccc(Br)cc1)NN1C(=O)c2ccccc2C1=O
→ 1.6%	2.5%	-2.9	183.6%[activator]	5.1%	.	.	.	-8.6%
> CCn1c(SCC(=O)Nc2ccc(N(C)C)cc2)nnc1-c1cccc(C)c1
→ 0.5%	-4.7%	2.0	?	-10.6%	-21.6%	9.3%	9.7%	-19.6%
> Cc1cccc(C)c1OCc1nnc(SCC(=O)Nc2nccs2)o1
→ 0.0%	-2.2%	-7.0	443.0%[activator]	-27.9%	?	23.5%	12.5%	-15.1%
> CCCC(c1nnnn1Cc1cccs1)N1CCN(C)CC1 (centres undefined)
→ -12.7%	-0.2%	-1.8	?	-15.5%	-0.6%	6.6%	9.0%	-1.7%

Other structures.
Values run as follows: POLK inh	ERG Ets-DNA blk	LDHA inh	ALOX12 inh	RGS4 inh	Anesthetic bind	Pol beta inh	APEX1 inh	POLH inh
> CCCC(CCC)C(=O)NC1CCN(Cc2ccccc2)CC1
→ -5.9%	-8.4%	-3.8	5.2%	-26.0%	-3.0%	-0.2%	-1.2%	-4.9%
> O=S1(=O)c2ccccc2N(Cc2ccccc2F)c2ccccc21
→ -24.7%	-3.6%	-11.0	-1.4%	23.4%	42.1%[activator]	-8.7%	.	-5.0%
> CC(C)C(=O)N=c1sc2cccc(F)c2n1C
→ -10.3%	-14.1%	-7.5	?	20.5%	5.4%	9.1%	1.7%	1.9%
> CCN(CC)c1ccc(C(=O)OCC(=O)Nc2ncccn2)cc1
→ -4.1%	-2.5%	-5.2	1.6%	-6.2%	.	.	25.5%	-16.9%
> COc1cc(C2Nc3ccccc3NC3=C2C(=O)CC(C)(C)C3)cc(OC)c1OC(C)=O (centres undefined)
→ 0.3%	-6.9%	1.7	-2.8%	11.9%	-4.7%	7.5%	-8.6%	-3.6%
> CNc1nc(-c2cccs2)cc(C(F)(F)F)c1C#N
→ -10.1%	9.1%	-5.3	?	33.2%	10.3%	42.4%	10.8%	-4.9%
> c1ccc2c(c1)OC(CCCN1CCCCC1)c1ccccc1S2 (centres undefined)
→ -16.8%	-0.1%	-2.7	0.0%	-10.7%	-8.8%	-23.5%	3.1%	-5.6%
> Cc1ccc2c(c1)N(CC(=O)N1CCCC1)C(=O)C(C)O2 (centres undefined)
→ -3.6%	-1.8%	-0.1	67.5%[activator]	7.1%	-2.8%	15.5%	50.2%[activator]	-9.6%
> COc1ccc(/C=C2\SC(=O)N(CCNC(=O)Cn3[nH]c(=O)c4ccccc4c3=O)C2=O)cc1
→ -18.6%	4.0%	-4.9	-26.8%	8.9%	.	.	-11.0%	-0.8%
> O=S(=O)(c1cnc(Cl)c(Br)c1)N1CCCCCC1
→ -11.7%	8.3%	-7.3	7.9%	12.8%	-4.3%	1.2%	-4.4%	-1.2%
> Cc1ccc(-n2c(-c3ccco3)nc3nc4ccccc4nc32)cc1
→ 12.3%	8.8%	0.5	?	-10.1%	5.4%	15.5%	-0.6%	-13.1%
> CN1CCN(S(=O)(=O)c2cccc(C(=O)Nc3cc(C(N)=O)cc(C(N)=O)c3)c2)CC1
→ -10.0%	4.0%	-2.6	-1.6%	-5.5%	-1.8%	?	-22.1%	0.2%
> CCN1CC(C)C(O)(c2ccccc2)CC1C (centres undefined)
→ 1.2%	-2.7%	0.0	i	4.1%	-5.8%	4.9%	0.7%	-5.3%
> Cc1ccc(C)c(Nc2c([N+](=O)[O-])ccc3nonc23)c1
→ -12.7%	3.7%	-2.6	0.1%	24.0%	1.2%	-7.4%	-4.5%	-2.1%
> COc1ccc(OC)c(N(CC(=O)NCCSCc2ccco2)S(=O)(=O)c2ccc(OC)c(OC)c2)c1
→ -13.2%	8.1%	-10.8	-4.7%	-9.9%	68.8%[activator]	6.1%	12.4%	-5.4%

Going on with the list.
Values run as follows: POLK inh	ERG Ets-DNA blk	LDHA inh	ALOX12 inh	RGS4 inh	Anesthetic bind	Pol beta inh	APEX1 inh	POLH inh
> CC(=O)CC1(C)OC(N)=C(C#N)C1(C#N)C#N (centres undefined)
→ 5.3%	-4.1%	1.5	110.3%[activator]	-20.3%	-3.6%	17.2%	-1.2%	-17.8%
> COC(=O)CSc1nnc(-c2cccc(NC(=O)c3ccc(C)cc3)c2)n1C
→ -2.7%	-6.9%	-5.3	24.3%	-9.8%	-11.2%	17.7%	-3.6%	-1.7%
> CCN1CCC[C@H]1CNC(=O)c1cc(S(N)(=O)=O)ccc1OC
→ -7.7%[60.1 µM]	.	.	-1.6%	3.7%&-119.5%[56.9 µM]	4.0%	10.5%[57.1 µM]	0.7%	1.2%[57.1 µM]
> Cc1cc(C)nc(-n2cc(C(=O)c3cc(F)ccc3O)cn2)n1
→ -3.3%	-3.6%	2.2	-6.1%	-34.5%	-5.5%	20.4%	13.4%	-22.9%
> Cc1ccc(C)c(SCC(=O)Nc2cccnc2Cl)c1
→ 0.2%	1.2%	0.5	-5.8%	-2.6%	-18.4%	-43.4%	-5.6%	-17.9%
> CCNC(=O)c1ccc2c(c1)C1C3CCC(C3)C1C(c1ccccc1)N2 (centres undefined)
→ -4.8%	-2.1%	3.7	10.2%	-1.0%	-13.5%	-2.0%	-1.3%	-18.9%
> CC(C)=CCC/C(C)=C/CC/C(C)=C/COc1ccc2ccc(=O)oc2c1
→ 8.0%	2.7%	5.5	27.8%	-0.5%	.	.	19.6%	-19.4%
> CSCCC(NC(=O)C1CC1)c1nc2ccccc2[nH]1 (centres undefined)
→ 1.3%	-6.1%	0.8	?	19.8%	-7.4%	33.8%	0.5%	-19.0%
> O=C(Nc1c2c(nn1-c1cccc(Cl)c1)CS(=O)(=O)C2)C1CC1
→ -0.7%	-1.5%	-11.6	-8.6%	-5.0%	-5.3%	33.6%	7.7%	-23.5%
> CN(C)CCCOc1ccc2c(c1)Sc1ccccc1CC2=O
→ 6.1%	1.1%	9.7	-8.1%	-2.7%	110.7%[activator]	-0.9%	?	-7.5%
> CCOC(=O)C1CCc2sc(N)c(C#N)c21 (centres undefined)
→ -5.6%[60.1 µM]	.	-4.1	-28.6%[57.4 µM]	-20.6%	1.1%	9.2%	?	3.5%
> COc1ccccc1NC(=O)COc1ccc(C(=O)NC2CCCc3ccccc32)cc1OC (centres undefined)
→ -4.3%	0.6%	-0.4	5.8%	12.7%	-8.4%	28.3%	-5.6%	-7.4%
> Cc1csc2nc(COc3ccc(NC(=O)C(C)C)cc3)cc(=O)n12
→ -2.2%	4.4%	-0.5	-9.4%	9.7%	-14.3%	11.4%	.	-9.5%
> N=C1C(c2nc3ccccc3[nH]2)=C(O)CN1C1CCCCC1
→ -23.5%	-1.2%	-3.4	0.0%	?	-13.5%	-14.0%	-1.0%	-4.9%
> O=C(CCCOc1ccc(Cl)cc1Cl)Nc1ccccc1C(=O)O
→ -17.9%	3.0%	-3.5	?	-3.8%	-1.2%	10.3%	-3.0%	-11.9%

An excerpt (hit frequency here may not be typical).
